PMI inhibition = human PMI inhibitors, high substrate, primary screen, biochemical, fluorescence intensity, high mannose 6-phosphate (AID 1220); recombinant PMI enzyme, coupled fluorescence intensity; higher % means a stronger effect; one-dose inhibition, % at 20 µM; IC50 in µM for titrated hits; actives 0.66% (n = 190,000)
SIAH1 antagonists = Siah-1 peptide-binding antagonists, primary screen, biochemical, fluorescence polarization, rhodamine-plectin, uHTS (AID 1817); Siah-1 / rhodamine-plectin peptide fluorescence polarization; higher % means a stronger effect; displacement, % at 20 µM; hits with a dose series show IC50 in µM; actives 0.02% (n = 290,000); E3 ubiquitin-protein ligase SIAH1 (Homo sapiens);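 active means displacement of at least 50% at 20 µM, with a fluorescence ratio check between 0.3 and a set limit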;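 further: plate controls were Siah plus tracer with DMSO for no effect and tracer alone without Siah for full effect; strong numbers were not always called active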
RSV CPE inhibition = RSV antiviral activity via CPE protection, HEp-2 cells, primary 10 µM value included (AID 2391). CPE inhibition, % at 10 µM, or IC50 in µM where a hit was titrated. HEp-2 cells, RSV-induced CPE inhibition; higher % means a stronger effect. actives 0.13% (n = 310,000); in the data active means a potency from the dose series; inconclusive means CPE inhibition mostly from about 23% at the one dose, without a potency; inactive means the rest, 99 in 100 with CPE inhibition below about 21%; further: strong numbers were not always called active
TNAP activators = human TNAP enzyme activators, primary screen, biochemical, luminescent, no phosphate acceptor, uHTS (AID 1001) | Alkaline phosphatase, tissue-nonspecific isozyme (Homo sapiens) | purified TNAP, luminescent activation assay, no phosphate acceptor; higher activation fold means a stronger effect | activation fold at 20 µM; hits with a dose series show EC50 in µM | actives 0.03% (n = 200,000); in the data active means activation fold from about 3, or a potency from the dose series; inactive means the rest, 99 in 100 with activation fold below about 1.6; further: many of its hits are not listed in these tables
PMI inhibitors = inhibitors of human PMI, primary screen, biochemical, fluorescence intensity, coupled assay (AID 1209). actives 0.42% (n = 190,000). Mannose-6-phosphate isomerase (Homo sapiens). inhibition, % at 20 µM; hits with a dose series show IC50 in µM. purified PMI enzyme, coupled fluorescence intensity; higher % means a stronger effect;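 further: plate controls were DMSO vehicle for no effect and wells lacking substrate for full effect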
WT yeast gro inh = growth inhibition of WT strain, primary screen, mitochondrial fusion inhibitor project, WT and mutant strains, chemical genetic | mitochondrial fusion phenotypic screen | inhibition, % at 10 µM | actives 2.1% (n = 190,000) | AID 1362, 2008; in the data active means inhibition above about 58%; tested in S. cerevisiae
Myeloid diff 2 = induction of myeloid progenitor differentiation, primary screen, cell-based, flow cytometry, MLPCN library; ER-HoxA9 myeloid progenitors, lysozyme-GFP differentiation; calls only at 10 µM; actives 1% (n = 360,000); AID 624256, 2012;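 active means normalized GFP-positive differentiation at or above the plate's own cutoff, the solvent-only control mean plus 3 SD; inconclusive means no clear call, values can overlap the other calls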;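 further: cells exposed to compound for four days before flow analysis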
XIAP displacement = XIAP antagonists, biochemical, IAP family, fluorescence polarization (AID 1018); actives 0.007% (n = 200,000); displacement, % at 20 µM, or IC50 in µM where a hit was titrated; XIAP BIR domain, fluorescence polarization peptide displacement; higher % means a stronger effect; in the data active means displacement above about 50%; further: a part of the inactive calls stands beside numbers as strong as those of hits
Salmonella PhoP GFP = inhibitors of PhoP regulon expression, primary screen, Salmonella Typhimurium, GFP reporter (AID 1863). S. Typhimurium PhoP-regulated promoter GFP reporter, 4 h; higher % means a stronger effect. inhibition, % at 50 µM, or IC50 in µM where a hit was titrated. actives 0.16% (n = 300,000);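 active means inhibition over 29.93%, a cutoff 3 SD above the screen mean, later confirmed by dose response; inconclusive means inhibition over 29.93% but no dose response follow-up; inactive means inhibition at most 29.93% or unconfirmed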;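 further: 0% = low Mg2+ inducing control and 100% = high Mg2+ repressing control; strong numbers were not always called active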
WT yeast gro inh mutant strain = also measured in WT yeast gro inh; calls as there; inhibition, %; mitochondrial fusion phenotypic screen, mutant strain inhibition
Myeloid diff 2 GFP+ MAC1+ % = also measured in Myeloid diff 2; calls as there; GFP+ MAC1+ double positive, %; measured here: differentiation confirmed by MAC1 staining
* = called active by the depositor; i = inactive; ? = inconclusive; . = not tested or not shown; + = active, no number; & = joins results of further samples. Unless noted, no stated cut-off is given here; in the data, active means inhibition above about 50%; inactive means the rest. Rows are unselected (roughly 3.1% active in at least one column).

nr	Structure	TNAP activators	XIAP displacement	Myeloid diff 2	SIAH1 antagonists	Salmonella PhoP GFP	PMI inhibition	PMI inhibitors	Myeloid diff 2 GFP+ MAC1+ %	RSV CPE inhibition	WT yeast gro inh	WT yeast gro inh mutant strain
1	CCCCN(CC)C(=O)CSc1nc2ccccc2c(=O)n1CC1COc2ccccc2O1 (stereo not given)	1.1	-6.1%	i	-1%	10%	2%	7%	1.1	-0.3%	-13	-4
2	C=CCN1C(=O)C(C)(C)N(C(C)=O)c2ccccc21	1.1	-4.3%	i	-1%	-3%	-11%	-7%	0.4	2.2%	-5	-7
3	O=[N+]([O-])c1cccc(-c2nc(-c3ccccc3)no2)c1	1.1	-8.9%	i	-6%	-7%	21%	22%	0.1	3.5%	-4	5
4	COc1ccc(C(=O)CCNc2ccc(C)c(Cl)c2)cc1	1.1	-3.1%	i	3%	-5%	0%	10%	0.8	6.2%	0	2
5	O=C(CSc1ccc(-c2ccccc2)nn1)c1ccccc1	1.1	-7.7%	i	9%	-9%	13%	6%	2.2	?	-2	-3
6	Cc1cc2c(=O)n(NC(N)=O)c(C)nc2s1	1.1	0.5%	i	-1%	-7%	15%	2%	0.5	0.2%	-4	2
7	Cc1nn(CC(=O)NC2C(=O)N3C(C(=O)O)=C(CSc4nnnn4C)CSC23)cc1Br (stereo not given)	1.2	-5.0%	i	7%	-29%	-6%	-6%	0.6	-0.4%	0	11
8	COc1cc(/C=C/C(=O)O)cc(S(=O)(=O)NCc2ccc3c(c2)OCO3)c1OC	1.1	0.3%	i	-9%	4%	.	.	0.2	0.7%	4	-5
9	FC(F)(F)c1cccc(CNc2ncccc2-c2nc3cc(Cl)ccc3o2)c1	1.1	-7.1%	i	0%	2%	12%	9%	0.5	10%	-12	3
10	Cc1ccc2cccc(NC(=S)NC(=O)c3ccnn3C)c2n1	1	1.4%	+	-12%	-3%	25%	6%	34*	3.0%	2	-5
11	Cc1nn(-c2ccc([N+](=O)[O-])cc2)c2c1C(c1cccc(Br)c1)N1C(=N2)C(=O)Nc2ccccc21 (stereo not given)	0.9	-2.1%	i	-1%	14%	13%	8%	1.1	?	9	-6
12	CC1CCN(C(=O)Cn2c(=O)n(CCc3ccccc3)c(=O)c3ccccc32)CC1	1.1	-7.9%	i	4%	-4%	5%	8%	0.6	0.1%	8	18
13	CCCc1ccc(C(C)NC(=S)NCc2ccc(F)cc2)cc1 (stereo not given)	.	.	?	3%	-7%	.	.	.	0.3%	.	.
14	O=S(=O)(Cc1ccccc1)NCC1CCCN(Cc2ccc3nonc3c2)C1 (stereo not given)	1	-18%	i	-3%	-6%	7%	1%	0.5	0.5%	0	-2
15	COC(=O)c1ccc(Cn2cnc3c(cnn3-c3ccc(C)c(C)c3)c2=O)o1	1	-0.6%	i	21%	-2%	-3%	-3%	8.0	17%	12	-17
16	COc1ccc(NC(=O)CN(c2ccc(F)cc2)S(=O)(=O)c2ccccc2)c(OC)c1	.	.	i	-3%	-1%	.	.	0.6	4.5%	.	.
17	Cc1cc(CNC(=O)C(C)n2nc(C)c([N+](=O)[O-])c2C)c2ccccc2n1 (stereo not given)	1	-0.2%	i	8%	6%	2%	2%	0.9	-0.7%	0	1
18	CCc1ccc(-n2cnc3cc(C(=O)NCC(OC)OC)ccc32)cc1	.	.	i	3%	-5%	.	.	0.6	8.0%	.	.
19	Cc1csc(NC(=O)c2cn3ccccc3n2)n1	2.3	0.4%	i	-5%	0%	42%	23%	0.3	0.7%	33	34
20	COc1cccc(-n2c(Cn3nc(C(F)F)cc3C(F)F)n[nH]c2=S)c1	1.1	0.3%	i	4%	-7%	-1%	2%	0.3	2.0%	-10	0
21	S=C(Nc1nc2c(s1)CCCC2)NC1CC1	.	.	i	1%	-2%	.	.	3.6	5.1%	.	.
22	Nc1nc(C(=O)N2CCOCC2)nn1S(=O)(=O)c1ccccc1	1.1	2.2%	i	2%	5%	1%	3%	1.9	0.6%	7	7
23	Cc1ccccc1N1CCN(C2CCCN(C(=O)CCN3CCCO3)C2)CC1 (stereo not given)	.	.	i	-4%	-1%	.	.	2.4	-0.9%	.	.
24	COc1cccc(CNS(=O)(=O)c2c(C(=O)N3CCCCC3)c(C)n(C)c2C)c1	.	.	i	0%	-3%	.	.	1.4	0.2%	.	.
25	Cc1ccc2c(c1)c1c3n2CCNC3CCC1 (stereo not given)	.	.	i	1%	3%	.	.	2.9&0.7	0.4%	.	.
26	Cc1nnc2ccc(N3CCCC3)nn12	1.1	0.9%	i	-1%	1%	4%	11%	1.1	3.2%	-9	-26
27	COc1ccc(CNC(=O)C2CCCN(Cc3nc(-c4cccc(C)c4)oc3C)C2)cc1 (stereo not given)	1.1	-2.3%	i	0%	-13%	-8%	-2%	0.7	6.2%	19	-2

From no. 18 up to 27, as listed above:
nr	Structure	TNAP activators	XIAP displacement	Myeloid diff 2	SIAH1 antagonists	Salmonella PhoP GFP	PMI inhibition	PMI inhibitors	Myeloid diff 2 GFP+ MAC1+ %	RSV CPE inhibition	WT yeast gro inh	WT yeast gro inh mutant strain
18	CCc1ccc(-n2cnc3cc(C(=O)NCC(OC)OC)ccc32)cc1	.	.	i	3%	-5%	.	.	0.6	8.0%	.	.
19	Cc1csc(NC(=O)c2cn3ccccc3n2)n1	2.3	0.4%	i	-5%	0%	42%	23%	0.3	0.7%	33	34
20	COc1cccc(-n2c(Cn3nc(C(F)F)cc3C(F)F)n[nH]c2=S)c1	1.1	0.3%	i	4%	-7%	-1%	2%	0.3	2.0%	-10	0
21	S=C(Nc1nc2c(s1)CCCC2)NC1CC1	.	.	i	1%	-2%	.	.	3.6	5.1%	.	.
22	Nc1nc(C(=O)N2CCOCC2)nn1S(=O)(=O)c1ccccc1	1.1	2.2%	i	2%	5%	1%	3%	1.9	0.6%	7	7
23	Cc1ccccc1N1CCN(C2CCCN(C(=O)CCN3CCCO3)C2)CC1 (stereo not given)	.	.	i	-4%	-1%	.	.	2.4	-0.9%	.	.
24	COc1cccc(CNS(=O)(=O)c2c(C(=O)N3CCCCC3)c(C)n(C)c2C)c1	.	.	i	0%	-3%	.	.	1.4	0.2%	.	.
25	Cc1ccc2c(c1)c1c3n2CCNC3CCC1 (stereo not given)	.	.	i	1%	3%	.	.	2.9&0.7	0.4%	.	.
26	Cc1nnc2ccc(N3CCCC3)nn12	1.1	0.9%	i	-1%	1%	4%	11%	1.1	3.2%	-9	-26
27	COc1ccc(CNC(=O)C2CCCN(Cc3nc(-c4cccc(C)c4)oc3C)C2)cc1 (stereo not given)	1.1	-2.3%	i	0%	-13%	-8%	-2%	0.7	6.2%	19	-2

High-throughput results deposited in PubChem by several laboratories.
